# Bioassay records as filed in PubChem BioAssay.
# BRCA1 expr up: increases BRCA1 expression | MCF7-BRCA1-FFLuc reporter, luminescence, 48 h; response scale: scaled: vehicle 0%, 10 µM genistein 100% | Potency, µM (doses to about 46.1 µM), inactives show at the top dose activation, actives largely listed as activators | 380,000 compounds, 1.1% hits; also: nearly all actives have a fitted effect of over 80% in size; some results filed as inactive show a strong effect at the top dose
#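 MCF7-BRCA1-FFLuc, 2000 cells/well; 2 h attach, 37 °C/5% CO2; compound 48 h; luciferase substrate 15 min; luminescence end-point. Norm. to genistein 10 microM max activation and DMSO; concentration-response curves fitted.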
# Integrin act MD: activates integrin-mediated alleviation for muscular dystrophy; alpha7betagal myoblasts, beta-gal FDG fluorescence, 48 h; Potency, µM (highest dose often 38.3 µM), for the others: top-dose activation, hits mostly activators; 350,000 compounds, 0.064% hits; AID 624291;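 also: 100% = response of the positive control SU9516; nearly all actives have a fitted effect of over 60% in size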
#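 alpha7betagal+/- myoblasts (passage 13, 250/well) treated 48 h at 37C with compounds at 1:260 dilution of DMSO stock. Lysed, then beta-galactosidase activity read as FDG fluorescence (ex 480/em 540) after 30 min, with pre-read for autofluorescence.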
# Active calls of the source: *; u = inconclusive; [ ] = another dose, or the depositor's remark. Calls follow the shape of the dose curve; as a rule, active = well fitted activation curve with a large enough effect; inconclusive = small, poorly fitted or top-dose-only effect; inactive = no such curve, though single readings can be large or run the other way. Potency is read from the fitted curve at half-maximal effect. Some of the compounds tested; count on the stated rates, not on these rows.
# The first 2 records, to show the layout:
no.	Compound	BRCA1 expr up	Integrin act MD
1	C[C@H]1CN(C2CCCCC2)C(=O)[C@@H]1CC(=O)Nc1ccccc1	-9.3%	2.2%
2	CCCC1NC(=O)c2cc3ccccc3cc2-n2c1nc1cc(F)ccc1c2=O (configuration not stated)	-46.3%	-8.7%

# The list itself, repeating the preview:
no.	Compound	BRCA1 expr up	Integrin act MD
1	C[C@H]1CN(C2CCCCC2)C(=O)[C@@H]1CC(=O)Nc1ccccc1	-9.3%	2.2%
2	CCCC1NC(=O)c2cc3ccccc3cc2-n2c1nc1cc(F)ccc1c2=O (configuration not stated)	-46.3%	-8.7%
3	O=C1CC(SC(=S)C2CCCC2=O)C(=O)N1 (configuration not stated)	-4.4%	-0.6%
4	CC1=C(C(=O)N(C)C)CC(CC(=O)NCC2CCCCC2)C(=O)N1Cc1ccc(C(C)(C)C)cc1 (configuration not stated)	0.1%	-28.3%
5	O=C(NCc1ccccc1F)C1CC(=O)N(Cc2ccco2)C1 (configuration not stated)	-11.1%	13.7%
6	CN(Cc1ccccc1)C(=O)C(=O)c1c[nH]c2ccccc12	2.0%	-18.9%
7	Nc1ccc(C(=O)c2ccc3c(c2)OCCO3)cc1N	54.1%	1.5%
8	CNC[C@@H]1Oc2cc(Br)ccc2S(=O)(=O)N([C@H](C)CO)C[C@H]1C	-9.0%	3.7%
9	CC1(C)N=C(N)N=C(N)N1c1ccc(OCC(=O)N2CCOCC2)cc1	2.8%	-51.1%[inhibitor]
10	C[C@@H]1CN([C@@H](C)CO)S(=O)(=O)c2ccc(Br)cc2O[C@@H]1CN(C)C(=O)C1CC1	3.3%	8.0%
11	CN1CCN(C(=O)C[C@H]2C[C@H]3c4cc(NC(=O)NC5CCCCC5)ccc4O[C@H]3[C@@H](CO)O2)CC1	26.4%	12.2%
12	Cc1ccc(Cc2c(-c3ccccc3)nc3ccc(Br)cn23)cc1	-25.0%	4.0%
13	O=C(COC(=O)Cc1ccccc1F)NCc1ccccc1Cl	-7.6%	-2.3%
14	Cc1ccc(-c2nc3ccc(Cl)cn3c2CC(C)(C)C)cc1	3.1%	-14.2%
15	O=C1OCCC1=COCCCCOC=C1CCOC1=O	4.7%	4.4%

# Results in sequence from the list:
# Integrin act MD for nos. 4 to 7, in order: -28.3%, 13.7%, -18.9%, 1.5%

# Next section.
no.	Compound	BRCA1 expr up	Integrin act MD
16	COc1cccc(-c2ccc3c(c2)O[C@H](CN(C)C(=O)c2ccccc2F)[C@H](C)CN([C@H](C)CO)S3(=O)=O)c1	-19.9%	-13.9%
17	COC(=O)C[C@H]1C[C@@H]2c3cc(NC(=O)CN(C)C)ccc3O[C@@H]2[C@H](CO)O1	3.7%	-8.3%
18	Cc1ccc(NC(=O)CSc2nnnn2C)cc1S(=O)(=O)N1CCCCC1	-5.0%	11.5%
19	C[C@@H]1CCCCO[C@H](CN(C)Cc2ccc(Cl)c(Cl)c2)[C@H](C)CN([C@@H](C)CO)C(=O)c2cc(NC(=O)Nc3ccc(F)cc3)ccc2O1	-67.0%	-61.1%[inhibitor]
20	Cc1ccc([C@H]2C[C@H](O)[C@@H](n3cc(-c4ccc(F)cc4)nn3)CN2CC2CCCCC2)cc1	-8.7%	5.5%
21	CCN(CC)C(=O)C1=C(C)N(CCCOC)C(=O)C(CC(=O)NCC2CCCCC2)C1 (configuration not stated)	1.7%	-8.5%
22	O=C(COC(=O)Cc1c[nH]c2ccccc12)Nc1ccc(Cl)cc1	7.1%	16.1%
23	COc1cc(C(=O)N(Cc2ccccc2)c2cccc(C)c2)ccc1OCC(=O)N1CCOCC1	-25.7%	-3.5%
24	CC(=O)Nc1ccc(S(=O)(=O)NC(C)C(=O)OCC(=O)Nc2ccc(F)cc2Cl)cc1 (configuration not stated)	0.7%	-10.5%
25	Cc1c(C(=O)N2CCN(Cc3nccn3C)CC2)oc2c(F)cccc12	-1.9%	-7.8%
26	CCN(CC)C(=O)C1=C(C)N(Cc2ccc(C(C)(C)C)cc2)C(=O)C(CC(=O)NCCCN(C)C)C1 (configuration not stated)	1.3%	-9.8%
27	CC(=Nc1ccccc1)C1=C(O)C(Cc2ccc(F)cc2)NC1=O (configuration not stated)	22.1%	-35.9%
28	C[C@@H]1CN([C@H](C)CO)S(=O)(=O)c2ccc(C3=CCCCC3)cc2O[C@H]1CN(C)C(=O)Cc1cccnc1	6.9%	-8.9%
29	COc1ccc(NC(=O)CCNC(=O)C2CCN(S(=O)(=O)c3ccccc3)CC2)cc1OC	-0.7%	-6.6%
30	COCC#Cc1cnc2c(c1)C(=O)N([C@H](C)CO)C[C@H](C)[C@@H](CN(C)S(=O)(=O)c1ccccc1)O2	1.5%	2.8%
31	C[C@@H]1CN([C@@H](C)CO)C(=O)CCCn2cc(nn2)CO[C@H]1CN(C)S(=O)(=O)c1cn(C)cn1	2.0%	11.2%
32	N#Cc1ccccc1OCC(=O)Nc1nc(-c2ccccn2)cs1	-70.2%	-36.4%
33	COc1ccc(CN2C(=O)C(CC(=O)NCCc3ccccn3)CC(C(=O)N(C)C)=C2C)cc1 (configuration not stated)	22.5%	-10.2%
34	COc1ccc2c(c1)CCO[C@]21O[C@H](CCO)C[C@H](O)[C@H]1O	-0.2%	17.0%
35	COc1ccc(C(C)=O)c(OCC(=O)NCCC2=CCCCC2)c1	-13.0%	24.4%
36	N#CCC(=O)Nc1ccc(C(=O)OCC(=O)Nc2cc(-c3ccccc3)nn2-c2ccccc2)cc1	31.8%	10.0%
37	C#CCN(C[C@@H]1[C@@H](OC(=O)NCc2ccccc2)[C@@H](OC(=O)NCc2ccccc2)Cn2c(=O)n(CCCCCC)c(=O)n21)S(=O)(=O)c1ccc(C)cc1	-6.1%	-14.2%
38	Cc1nn(C2CCS(=O)(=O)C2)c(C)c1CN(C)C(=O)c1ccc(F)cc1 (configuration not stated)	-6.7%	4.9%
39	CC1=C(C(=O)N(C)C)CC(CC(=O)NCc2cccs2)C(=O)N1Cc1ccccc1 (configuration not stated)	9.1%	-13.2%
40	COc1ccc2nc3n(c(=O)c2c1)-c1ncccc1C(=O)NC3CC(C)C (configuration not stated)	12.0%	-11.1%
41	C[C@H]1CN([C@@H](C)CO)C(=O)CCCn2nncc2CO[C@@H]1CN(C)S(=O)(=O)c1ccccc1	1.8%	12.4%
42	CC(C)C1C(=O)N(Cc2cn(CCC3OCCO3)nn2)CCS(=O)(=O)N1Cc1ccc(-c2cccc(CO)c2)cc1 (configuration not stated)	-15.7%	-13.0%
43	CC1NC(=O)c2cccnc2-n2c1nc1cc(F)ccc1c2=O (configuration not stated)	-29.9%	-9.7%
44	O=C(COC(=O)c1ccc(F)cc1F)Nc1ccc(S(=O)(=O)N2CCOCC2)cc1	25.0%	4.4%
45	COC(=O)c1ccc(CNC(=O)C2CCC(=O)N(CCc3ccccn3)C2)cc1 (configuration not stated)	-3.3%	21.0%
46	COC(=O)C[C@H]1C[C@H]2c3cc(NC(=O)CC4CC4)ccc3O[C@H]2[C@H](CO)O1	1.5%	-2.1%
47	Cc1cc(C)nc(NS(=O)(=O)c2ccc(NC(=O)c3ccccc3Br)cc2)n1	-4.5%	22.5%
48	COC(=O)C1C2CC3c4[nH]c5cc(OC)ccc5c4CCN3CC2CC(OC2CCCCO2)C1OC (configuration not stated)	-17.1%	18.3%
49	CCN(CC)C(=O)C1=C(C)N(CCC2=CCCCC2)C(=O)C(CC(=O)NC(c2ccccc2)c2ccccc2)C1 (configuration not stated)	-12.8%	-9.3%
50	CCN(CC)C(=O)C1=C(C)N(CCCOC)C(=O)C(CC(=O)NC2CC2)C1 (configuration not stated)	-11.4%	-8.0%
51	COc1ccc(Br)cc1/C=N/NS(=O)(=O)c1ccccc1	-62.4%	-44.9%
52	CC(C)C1C(=O)N(Cc2cn(CCC3OCCCO3)nn2)CCS(=O)(=O)N1Cc1ccc(-c2ccc(Cl)cc2)cc1 (configuration not stated)	-11.8%	-9.4%
53	O=S1(=O)CCN(Cc2ccncc2)CC1	4.5%	22.9%
54	Cc1cccc(C)c1NC(=O)CN1CCN(C(=O)CNC(=O)c2ccc(-c3ccccc3)cc2)CC1	-17.4%	-14.7%
55	Cc1cc(/C=N/NC(=O)c2ccoc2C)cc(C)c1O	7.94µM*	0.8%
56	CNC(=O)C[C@@H]1C(=O)N(C2CCCCC2)CC1(C)C	-7.6%	2.9%
57	C/C=C/c1ccc2c(c1)O[C@H](CN(C)CC1CCOCC1)[C@@H](C)CN([C@H](C)CO)S2(=O)=O	-1.4%	-1.5%
58	CCOc1ccccc1C(=O)Nc1nnc(SCC(=O)N2CCCC2)s1	19.4%	1.2%
59	C[C@@H]1CCCCO[C@H](CN(C)Cc2ccc(C(F)(F)F)cc2)[C@H](C)CN([C@@H](C)CO)C(=O)c2cc(NC(=O)Cc3ccccc3)ccc2O1	-70.6%	-57.8%
60	O=C(/C=C/c1ccccc1Cl)OCC(=O)N1CCc2ccccc21	-1.3%	-12.9%
61	COCOCCn1cc(CN2CCS(=O)(=O)N(Cc3ccc(-c4ccc(Cl)cc4)cc3)C(C(C)C)C2=O)nn1 (configuration not stated)	-7.1%	1.9%
62	Cc1cccc(N(CC(=O)N2CCCC2)S(C)(=O)=O)c1C	1.7%	3.8%
63	COc1ccc(OCC(=O)N2CCN(S(=O)(=O)c3ccc4c(c3)OCCO4)CC2)cc1	13.4%	9.5%
64	CN(C(=O)NC1CCCCC1)[C@H]1C[C@H]2c3[nH]c4ccccc4c3CCN2C(=O)[C@H]1CO	-17.7%	-34.6%
65	Cc1cc(OC(C)C(=O)NC2CC(C)(C)NC(C)(C)C2)c2c(C)c(C)c(=O)oc2c1 (configuration not stated)	-33.8%	-31.4%
66	C[C@@H]1CN([C@@H](C)CO)C(=O)CCCn2nncc2CO[C@H]1CN(C)Cc1ccncc1	0.0%	0.1%
67	COC(=O)c1ccc(CSc2ccccc2NC(=S)Nc2cccc(C(F)(F)F)c2)o1	-8.8%	-3.8%
68	C[C@H](CO)N1C[C@H](C)[C@@H](CN(C)S(=O)(=O)c2cccc(F)c2)OCc2cn(nn2)CCCC1=O	1.7%	1.5%
69	COc1ccc(CNC(=O)COC(=O)CN2C(=O)C3CCCCC3C2=O)cc1 (configuration not stated)	3.7%	-5.6%
70	COc1cccc(CN(CCC(=O)O)Cc2cccc(OC)c2)c1	0.6%	3.4%
71	CC1=C(C(=O)Nc2ccc(C(=O)NCCCN3CCCCC3C)cc2)SCCO1 (configuration not stated)	2.6%	11.3%
72	C[C@@H]1Cn2cnc(C(=O)NCC(=O)OC(C)(C)C)c2C(=O)N1	10.9%	-5.7%
73	C[C@H](CO)N1C[C@H](C)[C@@H](CN(C)Cc2cccc(O)c2)OCc2cnnn2CCCC1=O	0.7%	1.2%
74	COC1OCC(O)C(NC(=O)N(C)N=O)C1O (configuration not stated)	-0.9%	19.9%
75	C=CCn1c(SCC(=O)Nc2cc(C)on2)nnc1-c1ccncc1	-0.4%	15.0%

# The list continues.
no.	Compound	BRCA1 expr up	Integrin act MD
76	CC(=O)NCCc1ccc(C(=O)COC(=O)c2cccs2)cc1	36.1%	-12.3%
77	CC(C)(C)OC(=O)N1CCC(NC(=O)c2[nH]cnc2C(=O)Nc2ccccc2F)CC1	-7.5%	-10.5%
78	C[C@H](CO)N1C[C@H](C)[C@@H](CN(C)S(=O)(=O)c2ccc(F)cc2)OCc2cn(nn2)CCCC1=O	0.5%	7.7%
79	CCCCn1c(NCc2cc(C)ccc2O)nc2ccccc21	-41.0%	2.9%
80	Cc1cc(NC(=O)c2ccc(OCC3CCCO3)cc2)ccc1Br (configuration not stated)	u	2.8%
81	CN(C)CCN(C(=O)C1CCCCC1)c1nc2cc3c(cc2s1)OCCO3	11.2µM*	6.4%
82	Cc1ccc(CNC(=O)C2CCN(S(=O)(=O)N3CCC(C)CC3)CC2)cc1	-22.5%	16.7%
83	CCN(CC)CCN=c1c(C)nc(C#N)c(N)n1O	6.0%	3.2%
84	CN(CCN1CCOCC1)C(=O)C1CCC(=O)N(Cc2ccc(Cl)cc2)C1 (configuration not stated)	-10.8%	1.3%
85	NC(=O)c1ccc(NS(=O)(=O)c2ccc(S(=O)(=O)N3CCCC3)cc2)cc1	11.1%	-3.0%
86	C=CCN1C(=O)/C(=C/N(C)C)S/C1=N\S(=O)(=O)c1cccs1	-1.3%	-10.2%
87	COCCn1c(=S)[nH]c2cc(C(=O)NC3CCCCC3C)ccc2c1=O (configuration not stated)	15.6%	5.8%
88	Cc1ccc(NC(=O)CN2CCN(C(=O)C3CC3)CC2)c(F)c1	3.1%	-17.7%
89	O=C(Nc1ccc2c3c(cccc13)CC2)c1ccccc1	2.8%	-8.5%
90	COc1ccc(C(=O)NCC(=O)OCC(=O)c2ccccc2Br)cc1OC	-4.1%	7.2%
91	C[C@@H]1CCCCO[C@H](CN(C)C(=O)Nc2ccccc2)[C@@H](C)CN([C@H](C)CO)C(=O)c2cc(NS(=O)(=O)c3cn(C)cn3)ccc2O1	0.0%	-4.5%
92	O=C(NCc1ccccc1)C1CNCC(C(=O)NCc2ccccc2)C1 (configuration not stated)	1.2%	9.1%
93	COC(=O)[C@H]1C[C@H](OC(=O)NCC2CCCCC2)[C@@]2(O)CN(S(=O)(=O)c3ccc(C)cc3)CC2[C@H]1C(=O)OC (some centres not stated)	23.2%	-22.7%
